TcdB inh – TcdB glycohydrolase inhibition | TcdB glycohydrolase enzymatic assay, plate reader | inhibition, % at 9.99 µM | 350,000 compounds, 0.24% hits | AID 652162; in the data active means inhibition above about 10%
Target sequence (P18177 whole entry, looked up): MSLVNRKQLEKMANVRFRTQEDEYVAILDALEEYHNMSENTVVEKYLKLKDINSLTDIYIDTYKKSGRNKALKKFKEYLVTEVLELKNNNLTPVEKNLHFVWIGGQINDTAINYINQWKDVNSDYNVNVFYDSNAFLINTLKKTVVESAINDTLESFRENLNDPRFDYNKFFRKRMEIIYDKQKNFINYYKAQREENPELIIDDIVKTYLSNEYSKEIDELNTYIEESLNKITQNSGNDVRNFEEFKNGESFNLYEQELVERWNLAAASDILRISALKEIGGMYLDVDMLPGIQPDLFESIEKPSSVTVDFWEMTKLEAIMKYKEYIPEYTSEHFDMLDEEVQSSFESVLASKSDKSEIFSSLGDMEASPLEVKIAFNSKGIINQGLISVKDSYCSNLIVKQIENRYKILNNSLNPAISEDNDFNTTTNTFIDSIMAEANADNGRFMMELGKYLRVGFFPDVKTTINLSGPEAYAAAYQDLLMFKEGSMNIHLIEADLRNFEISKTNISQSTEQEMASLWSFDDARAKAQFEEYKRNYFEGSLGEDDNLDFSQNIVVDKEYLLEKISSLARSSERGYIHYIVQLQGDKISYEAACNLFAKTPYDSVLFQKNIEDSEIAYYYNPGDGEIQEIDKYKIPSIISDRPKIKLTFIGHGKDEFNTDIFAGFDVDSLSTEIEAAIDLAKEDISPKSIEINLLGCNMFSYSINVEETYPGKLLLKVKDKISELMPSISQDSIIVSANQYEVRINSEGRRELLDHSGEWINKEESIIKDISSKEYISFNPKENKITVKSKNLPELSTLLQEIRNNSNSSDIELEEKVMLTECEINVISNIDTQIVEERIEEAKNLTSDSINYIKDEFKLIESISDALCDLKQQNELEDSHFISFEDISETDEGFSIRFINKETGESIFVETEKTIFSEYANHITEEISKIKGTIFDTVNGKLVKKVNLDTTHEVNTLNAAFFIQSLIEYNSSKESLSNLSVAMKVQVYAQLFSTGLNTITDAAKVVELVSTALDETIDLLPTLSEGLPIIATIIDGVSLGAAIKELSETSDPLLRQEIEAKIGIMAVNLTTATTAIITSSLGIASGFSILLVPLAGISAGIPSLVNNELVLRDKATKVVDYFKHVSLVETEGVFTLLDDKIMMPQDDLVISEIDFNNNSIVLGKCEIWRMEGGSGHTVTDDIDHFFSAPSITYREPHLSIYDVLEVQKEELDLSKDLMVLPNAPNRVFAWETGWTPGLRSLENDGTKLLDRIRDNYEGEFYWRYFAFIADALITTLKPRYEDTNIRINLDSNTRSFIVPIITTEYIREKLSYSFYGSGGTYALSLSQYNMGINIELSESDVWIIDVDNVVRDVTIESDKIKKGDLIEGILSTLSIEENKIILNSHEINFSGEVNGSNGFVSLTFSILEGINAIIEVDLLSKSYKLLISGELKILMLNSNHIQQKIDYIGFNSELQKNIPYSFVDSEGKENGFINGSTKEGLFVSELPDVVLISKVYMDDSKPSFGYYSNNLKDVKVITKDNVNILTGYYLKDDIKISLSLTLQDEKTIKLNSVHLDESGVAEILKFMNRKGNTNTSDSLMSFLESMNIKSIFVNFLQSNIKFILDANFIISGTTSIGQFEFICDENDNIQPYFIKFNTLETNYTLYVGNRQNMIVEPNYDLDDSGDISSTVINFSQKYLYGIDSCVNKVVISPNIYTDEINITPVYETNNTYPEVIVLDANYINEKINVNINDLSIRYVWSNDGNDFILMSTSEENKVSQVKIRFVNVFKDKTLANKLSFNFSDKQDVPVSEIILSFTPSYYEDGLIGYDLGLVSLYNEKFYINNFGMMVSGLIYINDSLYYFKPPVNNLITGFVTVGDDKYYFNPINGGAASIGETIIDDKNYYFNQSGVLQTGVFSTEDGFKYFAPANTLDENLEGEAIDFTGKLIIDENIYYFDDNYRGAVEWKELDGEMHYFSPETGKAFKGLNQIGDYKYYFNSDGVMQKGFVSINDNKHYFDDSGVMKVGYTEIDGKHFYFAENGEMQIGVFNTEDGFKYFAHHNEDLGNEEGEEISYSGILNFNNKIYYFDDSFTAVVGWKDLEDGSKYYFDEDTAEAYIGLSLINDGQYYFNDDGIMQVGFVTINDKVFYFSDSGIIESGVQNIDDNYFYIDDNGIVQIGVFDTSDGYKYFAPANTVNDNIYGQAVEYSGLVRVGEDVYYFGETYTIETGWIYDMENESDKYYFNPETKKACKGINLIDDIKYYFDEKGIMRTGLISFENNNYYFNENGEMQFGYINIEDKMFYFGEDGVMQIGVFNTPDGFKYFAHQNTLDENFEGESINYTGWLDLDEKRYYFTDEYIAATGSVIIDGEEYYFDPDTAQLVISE
Active calls of the source: *.

C[C@@H]1CN([C@@H](C)CO)C(=O)c2cc(C#C[C@@H](C)O)cnc2O[C@H]1CN(C)C(=O)Nc1ccc(F)cc1
  TcdB inh = -2.3
O=C(C1CCC1)N1CC2(C1)[C@H](c1ccccc1)[C@H](CO)N2Cc1cncnc1
  TcdB inh = -3.1
COc1ccc(S(=O)(=O)Nc2ccc3c(c2)CC(=O)N([C@H](C)CO)C[C@H](C)[C@@H](CN(C)C(=O)Nc2c(C)noc2C)O3)cc1
  TcdB inh = -0.6
CC(=O)N(C)C[C@H]1Oc2cc(C#CC3CCCC3)ccc2S(=O)(=O)N([C@H](C)CO)C[C@H]1C
  TcdB inh = -0.9
COc1ccccc1CNC(=O)C[C@@H]1CC[C@@H](NC(=O)CC2CC2)[C@H](CO)O1
  TcdB inh = 0.2
C[C@H]1CCCCO[C@@H](CN(C)C(=O)Nc2ccc3c(c2)OCO3)[C@@H](C)CN([C@@H](C)CO)C(=O)c2cc(NS(=O)(=O)c3cccs3)ccc2O1
  TcdB inh = 0.6
C[C@H]1CN([C@@H](C)CO)S(=O)(=O)c2ccc(C#Cc3ccc(F)cc3)cc2O[C@@H]1CN(C)C(=O)NC1CCCCC1
  TcdB inh = 0.2
C[C@@H]1CN([C@H](C)CO)C(=O)Cc2cc(NC(=O)CCC(F)(F)F)ccc2O[C@H]1CN(C)S(=O)(=O)c1ccc(F)cc1
  TcdB inh = 0.4
C[C@H](CO)N1C[C@H](C)[C@H](CN(C)Cc2ccc3c(c2)OCO3)Oc2ncc(C#Cc3ccccc3)cc2C1=O
  TcdB inh = 0.7
C[C@@H]1CN([C@H](C)CO)C(=O)CCCn2nncc2CO[C@@H]1CN(C)C(=O)Nc1ccccc1F
  TcdB inh = -1.0

C[C@@H]1CCCCO[C@H](CN(C)C(=O)Nc2ccc(C(F)(F)F)cc2)[C@@H](C)CN([C@H](C)CO)C(=O)c2cc(NC(=O)Nc3ccc(C(F)(F)F)cc3)ccc2O1
  TcdB inh = -6.9
C[C@H](NC(=O)[C@H]1[C@H](CO)[C@H]2Cn3c(cccc3=O)[C@@H]1N2C(=O)C1CCCC1)c1ccccc1
  TcdB inh = -0.7
CCCC(=O)Nc1ccc2c(c1)C(=O)N(C)C[C@H](OC)[C@@H](C)CN(C(=O)c1ccccc1F)[C@@H](C)CO2
  TcdB inh = -0.1
CCC(=O)N1C[C@H](O)COC[C@@H]2O[C@@H](CC(=O)N3CCCCC3)CC[C@H]21
  TcdB inh = -1.0
C[C@@H]1CN([C@H](C)CO)C(=O)c2cc(NC(=O)Nc3cccc4ccccc34)ccc2O[C@H]1CN(C)C(=O)Nc1ccc(F)cc1
  TcdB inh = 0.5
CO[C@H]1CN(C)C(=O)c2ccc(NC(C)=O)cc2OC[C@H](C)NC[C@@H]1C
  TcdB inh = 1.4
C[C@@H]1CN([C@H](C)CO)S(=O)(=O)c2ccc(C#Cc3ccccc3)cc2O[C@H]1CN(C)C(=O)Nc1ccccc1
  TcdB inh = -0.8
CS(=O)(=O)N1CC(=O)N2[C@H](CO)[C@@H](c3ccc(Br)cc3)[C@@H]2C1
  TcdB inh = 0.1
CCN1[C@@H]2c3ccc(-c4ccccc4OC)c(=O)n3C[C@H]1[C@H](CO)[C@H]2C(=O)NCc1ccccn1
  TcdB inh = -0.4
COc1ccc(NC(=O)N(C)C[C@H]2Oc3ccc(NC(=O)Cn4cnnn4)cc3C(=O)N([C@@H](C)CO)C[C@@H]2C)cc1
  TcdB inh = 0.1

Brought forward from above: three compounds, then new ones.
CS(=O)(=O)N1CC(=O)N2[C@H](CO)[C@@H](c3ccc(Br)cc3)[C@@H]2C1
  TcdB inh = 0.1
CCN1[C@@H]2c3ccc(-c4ccccc4OC)c(=O)n3C[C@H]1[C@H](CO)[C@H]2C(=O)NCc1ccccn1
  TcdB inh = -0.4
COc1ccc(NC(=O)N(C)C[C@H]2Oc3ccc(NC(=O)Cn4cnnn4)cc3C(=O)N([C@@H](C)CO)C[C@@H]2C)cc1
  TcdB inh = 0.1
COc1ccccc1NC(=O)N[C@@H]1CC[C@H](CCNS(=O)(=O)c2ccc(Cl)cc2)O[C@H]1CO
  TcdB inh = 0.4
COc1ccc(S(=O)(=O)N[C@@H]2CC[C@@H](CCNC(=O)c3ccccc3F)O[C@@H]2CO)cc1
  TcdB inh = -0.3
O=S(=O)(c1ccccc1)N1CCCCN2[C@@H](CO)[C@@H](c3ccc(C#CC4CCCC4)cc3)[C@@H]2C1
  TcdB inh = 0.3
CCCC(=O)Nc1ccc2c(c1)C(=O)N(C)C[C@@H](OC)[C@H](C)CN(Cc1ccccc1F)[C@H](C)CO2
  TcdB inh = -0.9
COc1ccc2c3c(n(C)c2c1)[C@H](CO)N(Cc1ccccc1)CC31CCN(S(C)(=O)=O)CC1
  TcdB inh = 1.1
CCCNC(=O)C[C@@H]1CC[C@H]2[C@@H](COC[C@H](O)CN2C(=O)Nc2ccc(Cl)c(Cl)c2)O1
  TcdB inh = 0.3
COc1ccc2c3c([nH]c2c1)[C@H](CO)N(C(=O)CN1CCOCC1)CC31CN(CC2CCCC2)C1
  TcdB inh = -0.6
C[C@@H]1CN([C@@H](C)CO)C(=O)c2cccc(NC(=O)Nc3ccc(F)cc3)c2O[C@@H]1CN(C)Cc1ccc(-c2ccccc2)cc1
  TcdB inh = 0.2
C[C@@H]1CN([C@@H](C)CO)C(=O)c2cc(C3=CCCC3)cnc2O[C@H]1CN(C)Cc1ccccc1
  TcdB inh = 0.6
C[C@H]1CCCCO[C@@H](CN(C)Cc2ccncc2)[C@@H](C)CN([C@@H](C)CO)C(=O)c2cc(NC(=O)Nc3cccc4ccccc34)ccc2O1
  TcdB inh = -2.8

O=C(Nc1ccccc1)N1CCCCN2[C@H](C1)[C@H](c1ccc(-c3ccccc3F)cc1)[C@@H]2CO
  TcdB inh = -0.6
C[C@@H]1CCCCO[C@H](CN(C)C(=O)c2ccccc2)[C@@H](C)CN([C@H](C)CO)C(=O)c2cc(N(C)C)ccc2O1
  TcdB inh = -7.7
O=C(N[C@H]1CC[C@H](CCn2cc(-c3ccccn3)nn2)O[C@H]1CO)c1cccnc1
  TcdB inh = 0.8
CCCN1C[C@H](C)[C@@H](OC)CN(C)C(=O)c2ccc(NS(C)(=O)=O)cc2OC[C@H]1C
  TcdB inh = -1.8
CCC(=O)N1CC2(C1)CN(Cc1ccc(Cl)cc1)[C@H](CO)c1[nH]c3cc(OC)ccc3c12
  TcdB inh = 1.4
CC=Cc1ccc2n(c1=O)C[C@@H]1[C@@H](CO)[C@H](C(=O)NCCC)[C@H]2N1Cc1nccs1 (mixture of isomers)
  TcdB inh = -0.6
O=C(Nc1ccc(F)cc1)N[C@H]1CC[C@@H](CCNS(=O)(=O)c2cccc(Cl)c2)O[C@H]1CO
  TcdB inh = 1.7
C[C@@H]1CCCCO[C@@H](CN(C)C(=O)c2ccccc2)[C@H](C)CN([C@@H](C)CO)C(=O)c2cc(NS(=O)(=O)c3cn(C)cn3)ccc2O1
  TcdB inh = -0.1
CNC[C@@H]1Oc2c(NS(=O)(=O)c3ccccc3)cccc2C(=O)N([C@H](C)CO)C[C@H]1C
  TcdB inh = 0.6
CO[C@@H]1CN(C)C(=O)c2cc(NC(=O)NC(C)C)ccc2OC[C@@H](C)N(Cc2ccc(-c3ccccn3)cc2)C[C@H]1C
  TcdB inh = 0.5

COc1ccccc1S(=O)(=O)N1C[C@H](O)COC[C@@H]2O[C@@H](CC(=O)O)CC[C@H]21
  TcdB inh = -0.1
O=C(C[C@H]1C=C[C@H](NC(=O)c2ccncc2)[C@H](CO)O1)Nc1ccc(-c2ccccc2)cc1
  TcdB inh = 1.2
O=C(C[C@@H]1C[C@@H]2c3cc(NC(=O)C4CCOCC4)ccc3O[C@@H]2[C@H](CO)O1)NCc1ccccc1
  TcdB inh = -0.5
COc1ccccc1-c1ccc2n(c1=O)C[C@@H]1[C@@H](CO)[C@H](C(=O)O)N(C(=O)c3cccnc3)[C@H]21
  TcdB inh = -3.0
O=C(C[C@@H]1C=C[C@H](NS(=O)(=O)c2cccc(F)c2)[C@@H](CO)O1)N1CCCCC1
  TcdB inh = 0.3
CC(C)NC(=O)Nc1cccc2c1O[C@H](CN(C)C(=O)Nc1ccc(F)cc1)[C@H](C)CN([C@@H](C)CO)C2=O
  TcdB inh = -0.3
COc1ccc2c3c(n(C)c2c1)[C@@H](CO)N(CC1CCCC1)CC31CCN(C(=O)Nc2ccccc2)CC1
  TcdB inh = -0.8
O=C(C[C@@H]1CC[C@H]2[C@@H](COC[C@H](O)CN2Cc2ccccc2F)O1)N[C@H]1CCN(Cc2ccccc2)C1
  TcdB inh = -0.5
C[C@@H]1CN([C@@H](C)CO)C(=O)Cc2cc(NC(=O)Nc3ccc4c(c3)OCO4)ccc2O[C@H]1CN(C)S(=O)(=O)c1ccc(Cl)cc1
  TcdB inh = 0.1
CC(C)NC(=O)Nc1ccc2c(c1)C(=O)N(C)[C@@H]1CC[C@H](CC(=O)NCC3CCCCC3)O[C@@H]1CO2
  TcdB inh = -1.2

O=C(C[C@H]1CC[C@H]2[C@@H](COC[C@@H](O)CN2CC2CC2)O1)NCc1ccc(Cl)cc1
  TcdB inh = -3.2
CN(C)CC(=O)N[C@H]1CC[C@@H](CCn2cc(C3CCCC3)nn2)O[C@H]1CO
  TcdB inh = -1.2
C[C@@H]1CCCCO[C@@H](CN(C)Cc2ccccc2)[C@@H](C)CN([C@@H](C)CO)C(=O)c2cc(NS(=O)(=O)c3ccccc3)ccc2O1
  TcdB inh = 0.4
CNC[C@@H]1Oc2ccc(NC(=O)CCN3CCOCC3)cc2C(=O)N([C@@H](C)CO)C[C@@H]1C
  TcdB inh = 1.2
CNC[C@H]1Oc2ccc(NC(=O)Nc3cccc4ccccc34)cc2C(=O)N([C@H](C)CO)C[C@H]1C
  TcdB inh = 0.3
CC(C)CC#Cc1ccc2c(c1)O[C@H](CN(C)C(=O)NC(C)C)[C@H](C)CN([C@H](C)CO)S2(=O)=O
  TcdB inh = 1.3
COc1ccc(S(=O)(=O)N(C)C[C@@H]2Oc3cc(C4=CCCC4)ccc3S(=O)(=O)N([C@@H](C)CO)C[C@@H]2C)cc1
  TcdB inh = 0.1
O=C(C[C@H]1CC[C@@H](NC(=O)c2ccc(F)cc2)[C@H](CO)O1)NCc1ccncn1
  TcdB inh = -0.5
CN(C)Cc1cn(CC[C@H]2CC[C@@H](NC(=O)Nc3ccc4c(c3)OCO4)[C@H](CO)O2)nn1
  TcdB inh = -0.4
CCCNC(=O)[C@@H]1[C@@H](CO)[C@@H]2Cn3c(ccc(-c4ccccc4F)c3=O)[C@H]1N2S(C)(=O)=O
  TcdB inh = -3.1

COc1cccc(C#Cc2ccc([C@H]3[C@@H](CO)N4C(=O)CN(C(=O)c5ccncc5)C[C@@H]34)cc2)c1
  TcdB inh = 0.6
COc1ccccc1-c1ccc2c(c1)O[C@H](CN(C)C)[C@H](C)CN([C@H](C)CO)S2(=O)=O
  TcdB inh = -1.3
C[C@@H]1CN([C@H](C)CO)C(=O)c2cc(NC(=O)Nc3ccc(F)cc3)ccc2O[C@H]1CN(C)C(=O)NC1CCCCC1
  TcdB inh = -1.0
O=C(C[C@H]1CC[C@H]2[C@@H](COC[C@@H](O)CN2Cc2ccc3c(c2)OCO3)O1)N1CCCCC1
  TcdB inh = -5.3
C[C@H]1CN([C@@H](C)CO)C(=O)c2cccc(NC(=O)c3nc4ccccc4s3)c2O[C@@H]1CN(C)Cc1ccc(C(=O)O)cc1
  TcdB inh = 0.9
Cc1ccc(S(=O)(=O)N2C[C@@H](O)COC[C@@H]3O[C@H](CC(=O)N[C@@H]4CCN(Cc5ccccc5)C4)CC[C@H]32)cc1
  TcdB inh = 0.5
O=C(C1CCCC1)N1C[C@H]2[C@@H](c3ccccc31)[C@@H](CO)N2C(=O)Cc1ccccn1
  TcdB inh = 1.0
C[C@H](CO)N1C[C@H](C)[C@H](CN(C)C(=O)Nc2ccc(F)cc2)OCCCC[C@H](C)Oc2ccc(NC(=O)Cc3ccccc3)cc2C1=O
  TcdB inh = -0.1
COc1ccc(-c2ccc3n(c2=O)C[C@H]2[C@H](CO)[C@@H](C(=O)O)[C@@H]3N2C(=O)c2ccccc2F)cc1
  TcdB inh = -0.9
O=C(c1cccc(F)c1)N1CCCCN2[C@@H](CO)[C@H](c3ccc(-c4cncnc4)cc3)[C@@H]2C1
  TcdB inh = 0.6

Cc1ccc(S(=O)(=O)Nc2ccc3c(c2)C(=O)N([C@@H](C)CO)C[C@@H](C)[C@@H](CN(C)C(=O)NC(C)C)OCCCC[C@@H](C)O3)cc1
  TcdB inh = 1.0
C[C@H]1CN([C@@H](C)CO)S(=O)(=O)c2ccc(C#CC3(O)CCCC3)cc2O[C@H]1CN(C)C(=O)Cc1cccnc1
  TcdB inh = 1.2
COc1ccc2c3c([nH]c2c1)[C@H](CO)N(C(=O)c1ccc(F)cc1)CC31CN(C(=O)CC2CC2)C1
  TcdB inh = -0.1
CC(=O)N1CC2(C1)[C@@H](c1ccccc1)[C@H](CO)N2C(=O)Cc1ccccc1
  TcdB inh = 3.6
C[C@@H]1CN([C@@H](C)CO)C(=O)c2cccc(NS(=O)(=O)c3ccccc3)c2O[C@H]1CN(C)CC1CC1
  TcdB inh = -0.1
CO[C@H](CN(C)S(=O)(=O)c1cccc(Cl)c1)[C@@H](C)CN(C(=O)Nc1ccccc1F)[C@@H](C)CO
  TcdB inh = -0.8
C[C@@H]1CN([C@@H](C)CO)C(=O)c2c(c3ccccc3n2C)-c2ccccc2CO[C@H]1CN(C)C(=O)Nc1ccnc(N2CCOCC2)c1
  TcdB inh = 0.7
CCCc1cn(CC[C@@H]2CC[C@@H](NC(=O)Nc3ccccc3F)[C@@H](CO)O2)nn1
  TcdB inh = -0.3
CC(C)NC(=O)N(C)C[C@H]1OCc2ccccc2-c2ccccc2C(=O)N([C@@H](C)CO)C[C@@H]1C
  TcdB inh = 0.7
C[C@@H]1CN([C@@H](C)CO)C(=O)c2cc(-c3ccc(C#N)cc3)cnc2O[C@@H]1CN(C)C(=O)CN(C)C
  TcdB inh = 1.1
O=C(Cc1ccncc1)N1CC(=O)N2[C@H](CO)[C@H](c3ccc(C4=CCCC4)cc3)[C@@H]2C1
  TcdB inh = 2.2
CN(C)CC#Cc1ccc([C@H]2[C@H]3CN(C(=O)NC4CCCC4)CCCCN3[C@H]2CO)cc1
  TcdB inh = -1.6
Cc1noc(C)c1NC(=O)Nc1cccc2c1O[C@H](CN(C)C(=O)Nc1cccc3ccccc13)[C@H](C)CN([C@@H](C)CO)C2=O
  TcdB inh = -2.1

High-throughput results: PubChem, Broad Institute

These rows are one share of the data; the hit share may differ from the screen's.
